NS5 inhibitors: Dengue-2 NS5 methyltransferase inhibitors, primary screen, biochemical, confirmation dose response (AID 588689); Dengue-2 NS5 methyltransferase capping enzyme assay, biochemical; higher % means a stronger effect; inhibition, % at 25 µM; hits with a dose series show IC50 in µM; 340,000 tested, 0.3% active; in the data active means a potency from the dose series; inconclusive means inhibition above about 29% without an active follow-up result
Rac1 GTP hydrolysis: MgcRacGAP GTPase-activating activity inhibitors, confirmation, biochemical, ADP Hunter fluorescence; MgcRacGAP-stimulated Rac1 GTP hydrolysis, ADP Hunter fluorescence; higher % means a stronger effect; GST-tagged Rac1 F28L mutant substrate; one-dose inhibition, % at 30 µM; IC50 in µM for titrated hits; 340,000 tested, 0.6% active; AID 624330;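 active means first-screen hits whose inhibition reached a set limit at any dose in the follow-up dose series; inconclusive means inhibition above the set first-screen limit but never retested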;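 further: fluorescence reports GDP produced by GAP-driven GTP hydrolysis; strong numbers were not always called active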
UTI89 phage lysis: inhibition of K1F phage lysis, E. coli UTI89, bacterial capsule biogenesis inhibitors, alamar blue (AID 488966); E. coli UTI89 K1F phage lysis, alamar blue, 2 h; higher % means a stronger effect; 340,000 tested, 0.02% active; inhibition, % at 100 µM, or IC50 in µM where a hit was titrated;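 active means phage lysis inhibition, versus mean bacterial control, above a set limit; inconclusive means no clear call, values can overlap the other calls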;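 further: capsule biogenesis inhibitors block K1F phage lysis so surviving cells raise fluorescence; higher fluorescence means more inhibition of phage lysis; actives were called in the ten point dose series up to 300 µM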
PhoP inhibition: PhoP-dependent GFP reporter repression – Salmonella Typhimurium, primary screen (AID 1863); S. Typhimurium PhoP-regulated promoter GFP reporter, 4 h; higher % means a stronger effect; inhibition, % at 50 µM; hits with a dose series show IC50 in µM; 300,000 tested, 0.16% active;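 active means inhibition over 29.93%, a cutoff 3 SD above the screen mean, later confirmed by dose response; inconclusive means inhibition over 29.93% but no dose response follow-up; inactive means inhibition at most 29.93% or unconfirmed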;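 further: 0% = low Mg2+ inducing control and 100% = high Mg2+ repressing control; strong numbers were not always called active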
RSV CPE inhibition: inhibition of RSV-induced cytopathic effect – HEp-2 cells, primary 10 µM value included (AID 2391); CPE inhibition, % at 10 µM; hits with a dose series show IC50 in µM; 310,000 tested, 0.13% active; HEp-2 cells, RSV-induced CPE inhibition; higher % means a stronger effect; in the data active means a potency from the dose series; inconclusive means CPE inhibition mostly from about 23% at the one dose, without a potency; inactive means the rest, 99 in 100 with CPE inhibition below about 21%; further: strong numbers were not always called active
HIV peptide binding: inhibitors of HIV fusion peptide binding, primary screen, biochemical, uHTS, fluorescence dequenching (AID 1986) | cell-free peptide binding, fluorescence dequenching, 30 min; higher % means a stronger effect | inhibition, % at 20 µM, or IC50 in µM where a hit was titrated | 290,000 tested, 0.3% active; in the data active means inhibition mostly above about 52%, no sharp cut-off; inactive means mostly below about 76%; further: some results filed as inactive read as strong as hits
GPR55 antagonists: inhibition of LPI-stimulated GPR55 beta-arrestin translocation – imaging, U2OS, beta-arrestin-GFP, LPI agonist, primary screen (AID 2013). U2OS GPR55 beta-arrestin-GFP translocation imaging, LPI antagonism; higher % means a stronger effect. one-dose inhibition, % at 10 µM; IC50 in µM for titrated hits. 290,000 tested, 0.13% active;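 active means spots per cell inhibited over 60%, with over 100 cells counted and total cytoplasm intensity under 500,000; inconclusive means wells with under 100 cells, flagged as likely toxic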;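 further: U2OS cells stably carrying GPR55 and arrestin-GFP stimulated by 5 µM LPI near EC80; imaged beta-arrestin-GFP aggregate spots per cell after agonist stimulation; plate controls were LPI-stimulated DMSO wells for no effect and DMSO wells without LPI for full effect; some results filed as inactive read as strong as hits; confirmed hits need IC50 under 10 µM and bright autofluorescent wells are also inconclusive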
GPR35 antagonists: GPR35 antagonists blocking zaprinast-driven arrestin recruitment, primary screen, imaging, U2OS, beta-arrestin-GFP, zaprinast agonist (AID 2058); inhibition, % at 10 µM, or IC50 in µM where a hit was titrated; 290,000 tested, 0.052% active; U2OS GPR35 beta-arrestin-GFP translocation imaging, zaprinast antagonism; higher % means a stronger effect;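 active means inhibition of at least 50% with at least 30 cells and total cytoplasm GFP at most 10,000,000; inconclusive means under 30 cells or total GFP of 10,000,000 plus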
Large T inhibition: SV40 large T antigen inhibitors, biochemical (AID 1903); SV40 large T antigen ATPase/helicase inhibition assay; higher % means a stronger effect; inhibition, % at 20 µM, or IC50 in µM where a hit was titrated; 310,000 tested, 0.39% active; in the data active means a potency from the dose series; inconclusive means inhibition mostly from about 32% at the one dose, without a potency; inactive means the rest, 99 in 100 with inhibition below about 32%; further: strong numbers were not always called active
NS5 inhibitors pilot replicate: second read-out of NS5 inhibitors, no call of its own (marks repeat the call); inhibition, %; measured here: pilot screen replicate inhibition
* = called active by the depositor; i = inactive; ? = inconclusive; nt = no result given; [ ] = remark or other dose. Random draw from the library. About 1.5% of those tested had a hit in this group.

SMILES	NS5 inhibitors	Rac1 GTP hydrolysis	UTI89 phage lysis	PhoP inhibition	RSV CPE inhibition	HIV peptide binding	GPR55 antagonists	GPR35 antagonists	Large T inhibition	others
c1ccc(N2CCN(c3cnccn3)CC2)nc1	-2%	1%	0.7%	11%	5.1%	-3.4%	13%	-1%	15%
Cc1cc(C)c(C(=O)N2CCCC(N3CCN(c4cccc(C(F)(F)F)c4)CC3)C2)o1 (centres undefined)	-5%	2%	7.8%	4%	1.4%	1.2%	-5%	-6%	10%
CC(C)(C)c1ccc(OCC(=O)NCc2ccco2)c(Br)c1	3%	8%	-0.6%	7%	5.3%	18%	1%	7%	5%
Cc1cc(N)ccc1NC(=O)CN1CCCC1	3%	29%	0.1%	3%	0.3%	2.0%	-4%	-8%	5%
O=C(CSc1nnc(-c2ccco2)o1)Nc1c(F)cccc1F	2%	5%	0.9%[50 µM]	nt	0.1%	nt	nt	nt	nt
Cc1ccc(S(=O)(=O)NCC(=O)OCC(=O)N(Cc2ccccc2)C(C)(C)C)cc1	-4%	4%	-0.1%[50 µM]	4%	0.2%	2.0%	-9%	7%	1%
COc1ccc(Cl)cc1N1C(=O)CC(N2CCc3ccccc32)C1=O (centres undefined)	-4%	2%	-1.5%	1%	1.4%	48%	-3%	-8%	14%
O=C(O)c1ccc(/C=N/Nc2ncc(C(F)(F)F)cc2Cl)cc1	9%	14%	0.1%	4%	0.4%	-0.9%	-1%	2%	11%
O=C(Nc1ccc(S(=O)(=O)N2CCOCC2)cc1)C1CC1	-5%	3%	1.1%	6%	0.8%	-2.7%	2%	-2%	4%
COc1cc2c(C(=O)N3CCN(Cc4ccc5c(c4)OCO5)CC3)cn(C)c(=O)c2cc1OC	-4%	0%	1.8%	0%	-0.6%	2.8%	-7%	-8%	6%
CCc1cc(Br)ccc1NC(=O)C1CCCO1 (centres undefined)	-8%	-6%	5.7%	8%	nt	-2.4%	6%	23%	-2%
CCN(C(=O)COC(=O)c1ccccc1NC(=O)c1ccco1)C1CCS(=O)(=O)C1 (centres undefined)	1%	-8%	-0.6%	-2%	1.5%	1.6%	-1%	-2%	24%
CCc1noc(C)c1C(=O)OCC(=O)NCc1ccccc1OC	1%	0%	0.5%[50 µM]	nt	0.4%	nt	nt	nt	nt
O=C(N/N=C/c1ccco1)C1(O)c2ccccc2-c2ccccc21	nt	nt	nt	2%	2.1%	-3.1%	6%	-11%	9%
O=C(NC(c1ccccc1)c1ccccc1)C1CCCO1 (centres undefined)	-3%	2%	3.8%	-6%	0.6%	1.5%	-6%	-6%	8%
Cc1nn(Cc2ccc(Cl)cc2Cl)c(Cl)c1/C=C/C(=O)OCC(=O)NCC(F)(F)F	-3%	10%	0.4%	-1%	-1.1%	19%	-7%	-2%	10%
CCC1(NC(C)=O)CC2CC1CC2NC(C)=O (centres undefined)	-3%	2%	6.8%	-9%	0.3%	-1.6%	3%	-4%	1%
CCOC(=O)CSc1nnc(Cn2c(=O)sc3ccccc32)n1-c1ccccc1C	-4%	1%	1.4%	8%	0.6%	-3.6%	9%	-8%	8%
O=C(N/N=C/c1ccsc1)c1cc2ccccc2o1	-6%	10%	0.2%	-6%	1.0%	-0.6%	4%	3%	6%
COc1ccc(N2C(=O)S[C@@H]3CS(=O)(=O)C[C@@H]32)cc1	-4%	5%	1.9%	7%	1.8%	0.1%	15%	9%	8%
COC(=O)c1sc(S(=O)(=O)N2CCCCC2)c(C(=O)OC)c1C	-3%	5%	-0.2%	2%	-0.2%	0.7%	10%	0%	-2%
CC[C@H]1CN2CCc3cc(OC)c(OC)cc3C2C[C@@H]1C[C@H]1NCCc2cc(OC)c(OC)cc21 (some centres undefined)	1%	5%	-4.2%	-2%	-3.0%	nt	nt	nt	15%
COc1cc(/C=N/NC(=O)c2ccc3c(c2)OCCO3)cc(Cl)c1O	-3%	?	i	-5%	-0.5%	-2.3%	-7%	3%	23µM*
N#CCSc1nc2sc3c(c2c(=O)n1C1CCCCC1)CCCC3	-8%	6%	0.1%	12%	1.5%	2.0%	9%	6%	3%
C=CCN(C1CCCCC1)S(=O)(=O)c1ccc2c(c1)oc(=O)n2C	-1%	6%	-1.4%	-4%	-1.4%	0.6%	-8%	-2%	15%
CSc1nsc(SC)c1NC(=O)Nc1ccccn1	2%	-2%	0.9%	0%	-0.5%	-2.4%	16%	23%	2%
O=C1CN(C(=O)CSc2nncs2)c2ccccc2N1	-4%	1%	0.4%	-6%	0.6%	-1.0%	4%	-11%	3%
N#C/C(=C\c1ccc(O)c(Br)c1)C(=O)NCc1ccccc1	-5%	7%	-1.0%	-5%	1.8%	-0.6%	0%	4%	12%
CCOC(=O)C1=C(C)N=C2SC(C)C(=O)N2C1c1cccc(F)c1 (centres undefined)	-3%	-2%	-2.3%	13%	-0.4%	-1.8%	-2%	18%	7%
COCCCNC(=O)Cn1cc(C(=O)c2cccs2)c2ccccc21	-1%	15%	-0.1%	5%	0.5%	-0.7%	8%	2%	19%
O=C(O)c1cc(/C=C/c2ccc(N3CCOCC3)c([N+](=O)[O-])c2)nc2ccccc12	18%	-10%	-0.5%	1%	0.9%	4.9%	1%	11%	7%
Cc1ccc(-n2ncc3c(=O)n(-c4ccc(C)c(C)c4)c(-c4ccco4)nc32)cc1	-6%	6%	1.2%	-3%	3.8%	2.6%	14%	-11%	1%
CCc1nnc(NC(=O)CSc2nnc3c4ccccc4n(C)c3n2)s1	-1%	8%	1.3%	0%	4.7%	-0.6%	-9%	9%	5%
CC(C)N(Cc1ccccc1)C(=O)COC(=O)c1ccc2ncsc2c1	2%	0%	0.1%[50 µM]	nt	0.5%	nt	nt	nt	nt
Cc1ccc(S(=O)(=O)N2CCN(C(=O)COC(=O)c3cc(C)oc3C)CC2)cc1	0%	6%	0.6%	0%	0.1%	1.4%	5%	6%	1%
Brc1ccc2c(c1)C(c1cccs1)=NNC(c1cccnc1)=N2	4%	5%	-0.3%	11%	0.7%	-0.1%	8%	-3%	-2%
C/C(=C\CCC1(C)C2CC3C(C2)C31C)C(=O)O (centres undefined)	-1%	-6%	1.0%	2%	0.8%	1.3%	2%	10%	5%
O=C(Nc1nccs1)C1CC=CCC1C(=O)OCC(F)(F)C(F)F (centres undefined)	-4%	4%	0.4%[50 µM]	nt	0.0%	nt	nt	nt	nt
Cc1ccc(NC(=O)C(C)Sc2nnc(C)n2C)cc1 (centres undefined)	-11%	-9%	0.0%	8%	0.4%	0.4%	-8%	5%	5%	NS5 inhibitors pilot replicate=-8.8
O=C(CN1CCOCC1)Nc1ccc(NC(=O)CN2CCOCC2)c(Cl)c1	1%	-2%	0.0%	3%	0.6%	-1.6%	4%	-8%	-3%
Cc1ccc(CNC(=O)[C@H](C)NC(=O)C2CCN(C(=O)[C@@H]3CCCN3C(=O)OC(C)(C)C)CC2)cc1	-2%	-18%	1.9%	3%	0.6%	1.3%	-4%	18%	4%
Cc1nc(NC(=O)CN2CCCCC2)sc1C(=O)N(C)C	3%	12%	-0.3%	6%	0.6%	-1.6%	-8%	7%	12%
CCOC(=O)CC(=O)N/N=C/c1c(N)n(C)c(=O)n(C)c1=O	-1%	5%	-0.5%	-8%	-0.8%	0.9%	-15%	4%	2%
CC(C(=O)N1CCOCC1)N1C(=O)c2cccc3cccc(c23)C1=O (centres undefined)	-7%	10%	0.1%	8%	2.0%	1.0%	10%	-20%	9%
CC(C)C(c1nnnn1C1CCCCC1)N1CCN(c2ncccn2)CC1 (centres undefined)	6%	4%	-0.1%	3%	0.4%	-1.8%	-2%	4%	1%
COc1cccc(/C=N/Nc2ccc(S(=O)(=O)O)cc2)c1O	-1%	6%	-0.1%	3%	0.3%	-5.6%	8%	6%	15%
Cc1ccc(OC(=O)c2ccc(N3CCOCC3)c([N+](=O)[O-])c2)cc1	0%	12%	0.2%	4%	1.2%	-2.7%	3%	18%	3%	NS5 inhibitors pilot replicate=0.6
CN(C)S(=O)(=O)c1ccc(C(=O)NCc2nnc(SCC(=O)N3CCCCCC3)o2)cc1	1%	7%	0.2%	-1%	3.8%	-3.1%	12%	-13%	5%
O=C(NC1CCCC1)C(c1ccccc1F)N(C(=O)Cc1cccs1)c1ccc2c(c1)OCCO2 (centres undefined)	-10%	-1%	0.0%	-7%	2.7%	-1.7%	16%	4%	12%
C/C(=N\Nc1ccc(S(N)(=O)=O)cc1[N+](=O)[O-])c1ccc2c(c1)OCO2	-3%	4%	-0.3%	4%	nt	-9.2%	4%	-13%	-1%

(listing goes on)
SMILES	NS5 inhibitors	Rac1 GTP hydrolysis	UTI89 phage lysis	PhoP inhibition	RSV CPE inhibition	HIV peptide binding	GPR55 antagonists	GPR35 antagonists	Large T inhibition	others
CCC(=O)N1c2ccccc2[C@@H](N(C(C)=O)c2ccccc2)C[C@H]1C	-6%	-3%	3.4%	-7%	0.2%	-0.8%	8%	-2%	4%
CC(=O)NC(=C(Cl)Cl)S(=O)(=O)c1ccccc1	-13%	5%	-0.2%	15%	9.8%	-0.8%	2%	5%	-6%
COc1ccc(Br)c2oc(SC)cc(=O)c12	-9%	12%	3.1%	1%	37%	-2.0%	28%	-5%	5%
Cc1nnc(SCc2cccc3ccccc23)n(N)c1=O	-4%	8%	2.5%[50 µM]	-7%	2.4%	0.3%	6%	1%	14%
N#CC(C#N)=C1C=CC=CN1/C(=C\c1ccco1)C(=O)c1ccc(Br)cc1	-10%	89µM*	4.0%	1%	-1.5%	13%	-2%	-2%	15µM*
O=C(CN(c1cccc(C(F)(F)F)c1)S(=O)(=O)c1ccccc1)N1CCOCC1	1%	4%	0.1%	-9%	0.8%	-0.2%	-5%	-2%	0%
CCCNC(=O)COc1coc(CN2CCN(c3ccccc3OC)CC2)cc1=O	-8%	8%	0.6%	8%	0.0%	1.4%	6%	17%	6%
O=C(CSc1nccn1-c1ccccc1)c1ccc(Br)cc1	-7%	-4%	0.1%	11%	14%	-1.5%	-21%	5%	15%
